FUS yeast rescue – qHTS for Suppressors of FUS Proteinopathy: Primary screen using FUS-linked yeast assay. S. cerevisiae FUS-expressing, growth rescue, OD600, 24 h. 0.24% of 390,000 active. Potency, µM (highest dose often 76.6 µM), inactives show top-dose growth rescue (activation), usual class: activators;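 also: potency is read from the fitted curve at half-maximal effect; plate controls were DMSO vehicle for no effect and reference control for full effect; nearly all actives have a fitted effect of over 55% in size; some results filed as inactive show a strong effect at the top dose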
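Toxicity suppression screen in FUS-yeast. Cells induced with 2% galactose, starting OD 0.005, treated 24hr at 30C with compounds at multiple final concentrations; growth by OD600.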
IL-2 act – qHTS of IL-2 Activators; AID 652025, 2013; IL-2 activation reporter assay, cell-based qHTS; stimulated with anti-CD3/CD4/CD28 beads; in transgenic mouse T cells; 0.065% of 360,000 active; activation, % (series mostly up to about 46 µM); in the data active = activation above about 50%; inconclusive = mostly about 30% to 49%; also: 0% is about no effect
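Unstimulated transgenic mouse T cells; 60-min compound exposure; bead-based TCR/CD4/CD28 stimulation; 18 h culture, 37 degrees C; dual fluorescence (EGFP, DsRed) plate cytometry.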
EPAC1 antag – qHTS for Antagonist of cAMP-regulated guanine nucleotide exchange factor 3 (EPAC1): primary screen; Rap guanine nucleotide exchange factor 3 (Homo sapiens), O95398; 0.14% of 360,000 active; EPAC1 GEF assay, Rap1b-BODIPY-GDP exchange fluorescence; Potency, µM (top dose mostly 115 µM), for inactives: at the top dose activity change, negative = inhibition, usual class: inhibitors;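 also: potency is read from the fitted curve at half-maximal effect; plate controls were vehicle for no effect and positive control for full effect; nearly all actives have a fitted effect of over 50% in size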
EPAC1 agonist – qHTS for Agonist of cAMP-regulated guanine nucleotide exchange factor 3 (EPAC1): primary screen; Rap guanine nucleotide exchange factor 3 (Homo sapiens), O95398; EPAC1 agonist qHTS, biochemical assay; response scale: 100% = response to 6.5 mM cAMP; Potency, µM (titrated, usually from 154 µM), for the others: at the top dose activation, actives largely listed as activators; 0.073% of 360,000 active; AID 720707, 2013; also: potency is read from the fitted curve at half-maximal effect; nearly all actives have a fitted effect of over 60% in size
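Compounds were pinned as a concentration titration into mixtures of EPAC1 (100 nM), BODIPY-GDP-loaded Rap1B (250 nM) and GDP (50 uM). After 5 min at room temperature, fluorescence was followed for 30 min; activity was scaled to 6.5 mM cAMP.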
PLK1 PBD inh – qHTS for Inhibitors of PLK1-PDB (polo-like kinase 1 - polo-box domain): Primary Screen | 2.8% of 360,000 active | Serine/threonine-protein kinase PLK1 (Homo sapiens), P53350 | Potency, µM, for inactives: max response, negative = inhibition, usual class: inhibitors | Plk1 PBD binding of FITC phosphopeptide, fluorescence polarization; also: potency is read from the fitted curve at half-maximal effect; series mostly up to about 57 µM; % is scaled to controls: 0 for no effect and ±100 for the full control effect; nearly all actives have a fitted effect of over 65% in size
PI5P4K alpha inh – qHTS for Inhibitors of phosphatidylinositol 5-phosphate 4-kinase (PI5P4K); PI5P4Kalpha enzyme, ADP-Glo luminescence, 60 min; hits give low values; max response, %; Phosphatidylinositol 5-phosphate 4-kinase type-2 alpha (Homo sapiens), P48426; 1.2% of 330,000 active; active = max response of -50% or lower; inconclusive = between -30% and -50%; inactive = -30% or higher; also: value at the top dose of about 77 µM; % is scaled to controls: 0 for no effect and ±100 for the full control effect
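qHTS, 1536-well: enzyme/substrate mix, compound by pin tool, 5 microM ATP final; RT 60 min; ADP-Glo reagents 1 (45 min) then 2 (30 min); luminescence.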
Abeta rescue – qHTS for compounds that reverse cellular toxicity of Amyloid beta (A-beta) peptide in yeast: Primary Screen | yeast expressing A-beta42, growth rescue, OD600, 48 h; response scale: 0% DMSO, 100% iron-clioquinol control | Potency, µM (top dose mostly 46.1 µM), for the others: at the highest dose growth rescue, most hits filed as activators | 0.063% of 410,000 active | AID 1347071, 2019; also: potency is read from the fitted curve at half-maximal effect; nearly all actives have a fitted effect of over 55% in size
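Yeast growth medium received pinned compounds, then yeast cells expressing toxic A-beta were added; plates incubated at 30 C for 48 hr. Growth read as absorbance at 600 nm, normalized to DMSO and equimolar FeCl3 plus clioquinol controls.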
WRN inhibitor – qHTS for Inhibitors of WRN Helicase; WRN helicase unwinding, fluorescent forked duplex, kinetic; Potency, µM (titrated, usually from 114 µM), without a hit: at the highest dose activity change, negative = inhibition, actives largely listed as inhibitors; 0.46% of 360,000 active; AID 651768, 2012; also: potency is read from the fitted curve at half-maximal effect; % is scaled to controls: 0 for no effect and ±100 for the full control effect; nearly all actives have a fitted effect of over 55% in size
Target sequence (Q14191 whole entry, looked up): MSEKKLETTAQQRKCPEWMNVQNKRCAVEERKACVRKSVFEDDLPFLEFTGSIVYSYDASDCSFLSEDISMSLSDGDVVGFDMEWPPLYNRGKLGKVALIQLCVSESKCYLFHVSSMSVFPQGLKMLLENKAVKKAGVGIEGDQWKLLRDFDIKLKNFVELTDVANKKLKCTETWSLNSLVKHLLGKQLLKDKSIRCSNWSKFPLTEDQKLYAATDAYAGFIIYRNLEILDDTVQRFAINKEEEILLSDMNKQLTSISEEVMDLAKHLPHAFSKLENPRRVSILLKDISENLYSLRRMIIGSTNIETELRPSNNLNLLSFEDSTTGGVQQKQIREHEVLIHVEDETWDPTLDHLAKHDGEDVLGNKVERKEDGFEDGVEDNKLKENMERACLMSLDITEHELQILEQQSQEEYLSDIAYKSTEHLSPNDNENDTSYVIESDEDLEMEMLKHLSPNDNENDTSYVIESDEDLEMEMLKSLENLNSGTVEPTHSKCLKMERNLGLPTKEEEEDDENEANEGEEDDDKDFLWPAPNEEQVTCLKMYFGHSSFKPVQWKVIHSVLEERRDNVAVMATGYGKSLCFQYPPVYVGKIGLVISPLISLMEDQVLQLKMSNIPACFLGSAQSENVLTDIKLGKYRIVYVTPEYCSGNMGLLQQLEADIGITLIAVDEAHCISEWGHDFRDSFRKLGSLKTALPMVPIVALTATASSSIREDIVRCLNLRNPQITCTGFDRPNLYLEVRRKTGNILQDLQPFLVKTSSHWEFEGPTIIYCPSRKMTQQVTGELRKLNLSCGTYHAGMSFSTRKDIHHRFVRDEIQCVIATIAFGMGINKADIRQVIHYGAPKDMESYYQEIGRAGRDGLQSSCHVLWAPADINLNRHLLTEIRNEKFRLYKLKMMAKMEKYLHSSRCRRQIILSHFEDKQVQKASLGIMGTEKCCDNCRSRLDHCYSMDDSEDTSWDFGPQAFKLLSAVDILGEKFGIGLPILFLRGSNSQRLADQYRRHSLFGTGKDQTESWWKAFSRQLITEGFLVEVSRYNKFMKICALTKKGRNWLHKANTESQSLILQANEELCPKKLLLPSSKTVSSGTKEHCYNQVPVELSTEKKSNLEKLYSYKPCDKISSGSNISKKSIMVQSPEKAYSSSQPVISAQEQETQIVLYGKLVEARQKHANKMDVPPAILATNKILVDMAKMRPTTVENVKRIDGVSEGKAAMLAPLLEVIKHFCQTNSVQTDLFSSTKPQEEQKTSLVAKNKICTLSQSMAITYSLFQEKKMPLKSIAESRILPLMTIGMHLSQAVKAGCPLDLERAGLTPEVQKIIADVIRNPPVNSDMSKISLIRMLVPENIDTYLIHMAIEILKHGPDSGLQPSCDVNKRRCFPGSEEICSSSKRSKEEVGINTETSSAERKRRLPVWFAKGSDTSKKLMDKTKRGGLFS
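WRN at 20 nM final preincubated with compound 15 min at room temperature; reaction started with 100 nM fluorophore/quencher forked duplex oligonucleotide and 2 mM ATP final. Unwinding followed kinetically by red fluorescence (ex 525, em 598 nm).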
* hit, by the source's call; ? = inconclusive; . = not tested or not shown; [ ] = remark or other dose. Unless noted, calls follow the shape of the dose curve; as a rule, active = well fitted curve in the direction sought with a large enough effect; inconclusive = small, poorly fitted or top-dose-only effect, or another doubt; inactive = no such curve, though single readings can be large; an effect the other way counts as inactive or inconclusive.

SMILES	FUS yeast rescue	IL-2 act	EPAC1 antag	EPAC1 agonist	PLK1 PBD inh	PI5P4K alpha inh	Abeta rescue	WRN inhibitor
Cc1[nH]c2ccccc2c1CN1CCN(c2ccccn2)CC1	30%	-4.6	4%	-1%	-3%	-2	?	6%
C=CCn1c(-c2cc(OC)c(OC)c(OC)c2)n[nH]c1=S	2%	-0.8	9%	0%	-4%	.	15%	-5%
COc1ccc(NC(=O)Cn2cnc3ccccc3c2=O)cc1OC	1%	-0.3	2%	2%	-5%	5	-5%	2%
COC(=O)c1c(NC(=S)NN2CCN(C)CC2)sc2c1CCC(C)C2 (stereo unspecified)	?	3.5	?	7%	-8%	8	-45%[inhibitor]	-10%
COc1ccc(C(=O)C2CCCN(C(=O)c3ccc(F)cc3)C2)cc1OC (stereo unspecified)	.	0.3	1%	7%	0%	4	-13%	-21%
Cc1ccccc1-c1nnc(SCC(=O)Nc2cccc(C)c2C)o1	38%	-2.3	11%	-9%	-5%	.	6%	-10%
O=C(c1ccc(Cl)c(Cl)c1)c1cc(-c2ccccn2)c(N2CCOCC2)s1	.	-0.2	2%	27%	11%	26	2%	-8%
Clc1nc(-c2n[nH]nc2Cl)n[nH]1	19%	0.7	0%	-5%	-7%	1	1%	1%
NC1=NC(c2cccc(O)c2)n2c(nc3ccccc32)N1 (stereo unspecified)	10%	-1.7	7%	-4%	-7%	.	3%	-11%[57.1 µM]
CCCCSc1nnc(-c2ccc(OC)cc2)n1C	10%	-2.5	6%	1%	-4%	0	5%	4%
Nc1nc2ccccc2n1/N=C/c1ccc([N+](=O)[O-])s1	-4%	-2.3	-9%	10%	-4%	8	-20%	-18%
CCc1nnc(NC(=O)C2CCCN2C(=O)Nc2ccc(C)cc2)s1 (stereo unspecified)	2%	1.3	10%	2%	-13%	-10	3%	7%
CCOC(=O)C1CCN(S(=O)(=O)c2ccc(Cl)s2)CC1	8%	-0.3	-5%	12%	-14%	-5	-16%	5%
Cn1c(CO)cnc1-c1ccccc1	-32%	-1.4	-14%	-5%	-1%	2	7%	8%
COc1ccccc1CNC(=O)C[C@@H]1C[C@H]2c3cc(NC(=O)c4ccc5c(c4)OCO5)ccc3O[C@H]2[C@@H](CO)O1	?	-4.1	11%	-3%	2%	4	2%	-3%
CC(C)CCN1CCNC(=O)C1CC(=O)NCCCN1CCOCC1 (stereo unspecified)	4%	-1.4	12%	9%	-10%	13	6%	-1%
CCOC(=O)C1=C(C)NC(C)=C(C(=O)OCC)C1C(=O)O	8%	-1.6	8%	-5%	0%	.	13%	5%
COc1cc(CC(NC(C)=O)C(=O)NC2CCN(c3nc(OC)nc(OC)n3)CC2)cc(OC)c1 (stereo unspecified)	-5%	3.4	13%	8%	5%	1	5%	-7%
CC(C)(C)OC(=O)C[C@H]1C/C=C\C[C@@H](CC(=O)N[C@@H](CO)Cc2ccccc2)C(=O)N2CCC[C@@H]2COC1=O	22%	0.2	3%	11%	-10%	1	-8%	4%
CC1(C(=O)O)C=CC2(CCCCC2)N1C(=O)c1ccccc1 (stereo unspecified)	-34%	0.4	7%	-7%	-3%	2	5%	4%
COC(=O)c1cn(-c2ccccc2)nc1-c1ccccc1	-11%	-1.7	-9%	9%	-2%	7	1%	-8%
C=CCc1cccc2cc(C(=O)NNC(=O)CC#N)c(=O)oc12	-2%	-0.7	-8%	-4%	-8%	3	-2%	-7%[11.6 µM]
COc1ccc(S(=O)(=O)N(C)C[C@H]2Oc3c(NC(=O)Nc4ccc(C(F)(F)F)cc4)cccc3C(=O)N([C@H](C)CO)C[C@@H]2C)cc1	?	-3.8	-21%	-30%[inhibitor]	-10%	0	2%	-7%
O=C(N/N=C/C(Cl)=C/c1ccc([N+](=O)[O-])cc1)C(=O)Nc1cccc(C(=O)O)c1	?	-2.8	-8%	-9%	-7%	0	-13%	-6%
CCOC(=O)c1ccc(NC(=O)c2ccc3c(c2)OCO3)cc1	9%	-1.4	13%	-5%	?	0	-11%	8%
CCN(CC)S(=O)(=O)c1ccc(C(=O)C(C#N)c2ccccn2)cc1 (stereo unspecified)	-1%	0.1	-2%	-7%	2%	.	19%	-3%
CCN(C(=O)C1CC1)C1CCS(=O)(=O)C1 (stereo unspecified)	-33%	3.3	-4%	-6%	-6%	-1	-2%	-9%
CCOc1ccc(C(C)NC(=S)NC2CCCCC2)cc1OCC (stereo unspecified)	29%	0.6	-16%	-11%	1%	12	17%	4%
COc1ccc(C#Cc2c(-c3ccsc3)oc3ccc(N4CCOCC4)cc23)cc1	30%	3.1	-18%	-9%	1%	18	-8%	-5%
CC[C@]12c3[nH]c4ccc(Cl)cc4c3CCN1C(=O)[C@@H](CC(=O)NCCC1=CCCCC1)C[C@@H]2C(=O)N1CCN(C(=O)c2ccco2)CC1	?	-0.5	-17%	-8%	-1%	-3	7%	-10%
CC1CCN(C(=O)COC(=O)c2ccc(Cl)nc2)CC1	-10%	3.3	5%	14%	-12%	1	-4%	-4%
CCC(C)NC(=O)CCc1nnc2ccc(N3CCC(C)CC3)nn12 (stereo unspecified)	15%	-1.6	-13%	2%	-16%	-4	5%	10%
COc1ccc(-n2nnc3c(SCC(=O)NCC4CCCO4)ncnc32)cc1 (stereo unspecified)	.	-6.0	17%	4%	-6%	5	-12%	-14%
C[C@@H]1CN([C@@H](C)CO)C(=O)c2cc(Br)cnc2O[C@H]1CN(C)S(=O)(=O)c1ccccc1	?	3.8	4%	12%	5%	2	4%	0%
COc1ccc(CN2C(=O)C(CC(=O)NCCCCc3ccccc3)CC(C(=O)N3CCOCC3)=C2C)cc1 (stereo unspecified)	5%	4.2	24%	4%	-4%	1	2%	3%
CCn1nc(C)c(/C=N/NC(=S)Nc2ccc(Cl)cc2Cl)c1C	.	-0.1	-6%	-13%	0%	27	11%	-22%
Cc1cccc(CNC(=O)C2CCC(=O)N(Cc3ccccc3F)C2)n1 (stereo unspecified)	.	-1.4	-3%	9%	-15%	8	-11%	-17%
Cc1nc(CNC(=O)C2CCC(=O)N(Cc3cccc(F)c3)C2)sc1C (stereo unspecified)	3%	-1.8	-3%	2%	-28%	-5	20%	4%
CC(=O)c1c(C(C)=O)c(C)n(NC(=O)c2ccncc2)c1C	8%	-0.2	10%	4%	-6%	5	6%	2%
COc1cccc(Nc2cc(N3CCOCC3)c3nonc3c2[N+](=O)[O-])c1	-10%	8.9	8%	-1%	-1%	-2	-8%	2%
COc1ccc(Nc2nc(N)nc(CSC(=S)N3CCN(C)CC3)n2)cc1	-31%	-0.6	-16%	6%	1%	0	-3%	1%
CCOC(=O)c1c(-n2cnnn2)sc(C)c1C	6%	2.6	3%	2%	27µM*	.	8%	11%
O=C(Nc1ccc(F)cc1)C1CCN(C(=O)c2ccc([N+](=O)[O-])cc2)CC1	-9%	-0.2	-16%	-5%	-11%	0	-5%	14%
O=C(Cc1ccccc1)NNC(=S)NC(=O)c1cccs1	2%	0.4	1%	2%	-5%	-3	-18%	-11%
CC(=O)Nc1ccc(NC(=O)CCN2C(=O)C3CC=CCC3C2=O)cc1 (stereo unspecified)	-19%	0.5	-17%	-13%	-4%	2	-3%	3%
O=C(NCCCn1ccnc1)c1ccc(Br)s1	-19%	-1.6	3%	10%	-3%	5	0%	-3%
CC(C)C(=O)N1CCC1(C)C(=O)Nc1ccc2[nH]ccc2c1 (stereo unspecified)	-7%	-0.1	-8%	2%	-8%	4	-19%	-3%
CCN(CC)c1ccc(/C=N/NC(=O)c2ccc3nc[nH]c3c2)cc1	16%	-1.0	-12%	6%	2%	1	-11%	-11%
O=Cc1cn[nH]c1-c1ccccc1	-44%	-1.7	-12%	-13%	4%	-1	-7%	7%
NS(=O)(=O)c1ccc(CCNC(=O)CN2CCC(Cc3ccccc3)CC2)cc1	10%	-1.3	-29%	1%	7%	1	5%	-7%[57.1 µM]
Cc1cc(C)c2c(c1)/C(=C/C(=O)c1ccc(Br)s1)C(=O)N2	?	0.5	-11%	12%	-15%	.	-4%	-3%
COCCCN=CC1=C(O)CC(C)(C)CC1=O	?	-2.3	-3%	8%	-8%	.	12%	5%
COc1cc(-c2nc3ccc(C)cn3c2NCc2ccccc2)ccc1SC1CCCCC1	?	-0.1	-26%	-13%	-8%	3	-61%[inhibitor]	-8%
Cc1ccc(S(=O)(=O)N(C)c2ccc(OC(=O)CN3C(=O)NC4(CCCC4)C3=O)cc2)cc1	3%	-3.9	1%	0%	3%	-4	-3%	-4%
CCOC(=O)c1ccc(-n2c(=O)[nH]c3ccccc3c2=O)cc1	5%	-0.2	-13%	2%	-4%	10	8%	11%
N#Cc1ccc(CN2CCN(C(=O)CCNS(=O)(=O)c3ccc(F)c(F)c3)CC2)cc1	-22%	4.9	1%	-3%	3%	-3	-9%	5%

Arranged by heavy-atom count (smallest number first): five of the compounds above
SMILES	FUS yeast rescue	IL-2 act	EPAC1 antag	EPAC1 agonist	PLK1 PBD inh	PI5P4K alpha inh	Abeta rescue	WRN inhibitor
CCOC(=O)c1c(-n2cnnn2)sc(C)c1C	6%	2.6	3%	2%	27µM*	.	8%	11%
Cc1cc(C)c2c(c1)/C(=C/C(=O)c1ccc(Br)s1)C(=O)N2	?	0.5	-11%	12%	-15%	.	-4%	-3%
CC(C)C(=O)N1CCC1(C)C(=O)Nc1ccc2[nH]ccc2c1 (stereo unspecified)	-7%	-0.1	-8%	2%	-8%	4	-19%	-3%
CCOC(=O)c1ccc(-n2c(=O)[nH]c3ccccc3c2=O)cc1	5%	-0.2	-13%	2%	-4%	10	8%	11%
O=C(Nc1ccc(F)cc1)C1CCN(C(=O)c2ccc([N+](=O)[O-])cc2)CC1	-9%	-0.2	-16%	-5%	-11%	0	-5%	14%

Screening results deposited in PubChem by National Center for Advancing Translational Sciences (NCATS).
